# KAT2A inh: blocks human GCN5L2 histone acetyltransferase | 390,000 tested, 0.21% active | AID 504327 | Q92830 | GCN5L2 HAT assay, ThioGlo1 CoA-SH fluorescence | Potency, µM (top dose mostly 58.9 µM), inactives show at the highest dose activity change, negative = inhibition, hits mostly inhibitors; active = well fitted inhibition curve with a large enough effect
#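 ThioGlo1-coupled HAT assay: 20nM GCN5L2, 70uM acetyl-CoA, 75uM H3(1-25) peptide, pH 7.5. Fluorescence read at 340/540nm at start and after 20 min at room temperature.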
# Active calls of the source: *; [ ] = remark or other dose. % is scaled to controls: 0 for no effect and ±100 for the full control effect; potency is read from the fitted curve at half-maximal effect. An excerpt; count on the stated rates, not on these rows.
SMILES,KAT2A inh
C=CC1=C(C(=O)O)N2C(=O)[C@@H](NC(=O)C(N=O)c3csc(N)n3)[C@H]2SC1 (stereo partly drawn),-12%
C/C=C\C(=O)N(CC)c1ccccc1C,0%[21.4 µM]
COc1ccc(C2=NC(c3ccc(Cl)cc3)C(c3ccc(Cl)cc3)N2C(=O)N2CCNC(=O)C2)c(OC(C)C)c1 (stereo not drawn),-21%
CC1(C)O[C@@H]2C[C@@H]3[C@H]4C[C@@H](F)C5=CC(=O)C=C[C@]5(C)[C@@]4(F)[C@@H](O)C[C@]3(C)[C@]2(C(=O)CO)O1,-12%
CC[C@H](Cc1c(I)cc(I)c(N)c1I)C(=O)O,-12%[21.4 µM]
CCC[C@H](N[C@@H](C)C(=O)N1[C@@H]2CCCC[C@H]2C[C@H]1C(=O)O)C(=O)OCC,-5%
CC(C)C1C(=O)N(S(C)(=O)=O)[C@H]2CCN(C(=O)/C=C/CN3CCCCC3)[C@@H]12 (stereo partly drawn),3%
COc1ccc(S(=O)(=O)N2c3ccc(Cl)cc3[C@](O)(c3ccccc3Cl)[C@@H]2C(=O)N2CCC[C@H]2C(N)=O)cc1OC,-4%
C=CC1=C(C(=O)O)N2C(=O)C(NC(=O)/C(=N\O)c3csc(N)n3)C2SC1 (stereo not drawn),9%
O=C(O)CCC/C=C\C[C@@H]1[C@@H](CC[C@@H](O)CCc2ccccc2)[C@H](O)C[C@@H]1O,5%
CCOC(=O)C(CCc1ccccc1)NC(C)C(=O)N1Cc2ccccc2CC1C(=O)O (stereo not drawn),0%
O=C(CS(=O)Cc1ccco1)NCC=CCOc1cc(CN2CCCCC2)ccn1 (stereo not drawn),3%
Cc1ccccc1OC[C@H](O)CO,10%[21.4 µM]
CN(C)CCOC(=O)[C@@H](c1ccccc1)C1(O)CCCC1,0%

# Looked up one by one from above (four):
SMILES,KAT2A inh
CC[C@H](Cc1c(I)cc(I)c(N)c1I)C(=O)O,-12%[21.4 µM]
C=CC1=C(C(=O)O)N2C(=O)[C@@H](NC(=O)C(N=O)c3csc(N)n3)[C@H]2SC1 (stereo partly drawn),-12%
CN(C)CCOC(=O)[C@@H](c1ccccc1)C1(O)CCCC1,0%
O=C(O)CCC/C=C\C[C@@H]1[C@@H](CC[C@@H](O)CCc2ccccc2)[C@H](O)C[C@@H]1O,5%

# 3 entries already listed, sorted by the value under KAT2A inh, low to high:
SMILES,KAT2A inh
C=CC1=C(C(=O)O)N2C(=O)[C@@H](NC(=O)C(N=O)c3csc(N)n3)[C@H]2SC1 (stereo partly drawn),-12%
O=C(CS(=O)Cc1ccco1)NCC=CCOc1cc(CN2CCCCC2)ccn1 (stereo not drawn),3%
C=CC1=C(C(=O)O)N2C(=O)C(NC(=O)/C(=N\O)c3csc(N)n3)C2SC1 (stereo not drawn),9%

# Screening data deposited in PubChem BioAssay by National Center for Advancing Translational Sciences (NCATS).
